PGE2 EP2 inh: EP2 receptor (human) inhibition; P43116; C6 glioma cells expressing human EP2, cAMP TR-FRET; cells stimulated with saturating PGE2; inhibition, % at 25 µM; 260,000 compounds, 0.52% hits;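 active = percent inhibition above 40 after rounding to a whole number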;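 also: rat C6 glioma host cells with rolipram phosphodiesterase inhibitor present; the protocol text gives 20 µM as final concentration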
Target sequence (P43116 whole entry, looked up): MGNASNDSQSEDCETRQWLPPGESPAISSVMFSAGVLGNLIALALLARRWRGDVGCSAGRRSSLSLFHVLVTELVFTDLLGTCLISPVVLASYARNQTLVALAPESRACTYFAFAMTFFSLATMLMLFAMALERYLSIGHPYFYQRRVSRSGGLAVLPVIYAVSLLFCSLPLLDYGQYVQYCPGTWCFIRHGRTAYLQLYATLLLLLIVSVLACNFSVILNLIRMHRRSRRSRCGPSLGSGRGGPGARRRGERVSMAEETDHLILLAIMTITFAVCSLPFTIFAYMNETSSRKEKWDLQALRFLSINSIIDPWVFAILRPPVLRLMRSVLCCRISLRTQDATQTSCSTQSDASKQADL
PERK inhibitor: inhibitors of human PERK kinase | Q9NZJ5 | CHO PERK-DD fusion, SEAP luminescence translation reporter | inhibition, % at 5.6 µM | 220,000 compounds, 0.17% hits;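 active = inhibition above the mean inhibition of all tested compounds plus 3 SD, set separately per screening campaign, cut at about 2.9% in these data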;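 also: PERK kinase domain activated by AP20187 dimerizer at 100 nM; 0% = DMSO with dimerizer and 100% = rapamycin at 8.4 µM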
RBBP9 inh: human RBBP9 hydrolase inhibition | O75884 | recombinant RBBP9, FP-Rh probe fluorescence polarization | inhibition, % at 7.94 µM | 220,000 compounds, 0.2% hits | AID 1515;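 active = inhibition above the campaign mean of all tested compounds plus 3 SD, cut at about 14% in these data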;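 also: plate controls were DMSO wells with RBBP9 for no effect and wells lacking RBBP9 protein for full effect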
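Measured by – fluorescence polarization · Test system – RBBP9 protein · Input – 2.5 µM RBBP9 dispensing solution, before mixing · Measure – percent inhibition from mP, scaled between DMSO and no-protein wells · Benchmarks – DMSO-treated enzyme wells and wells lacking RBBP9 · Times – preincubation 30 min plus labeling 45 min at 25 °C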
TNF necrop inh: TNF-alpha cell death inhibition in Jurkat FADD-/- cells; Jurkat FADD-/- TNF necroptosis rescue, ATP luminescence, 24 h; 0 = TNF only, 100 = no-TNF cells; activation (protection from cell death), % at 10 µM; 220,000 compounds, 0.068% hits;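 active = activation, meaning protection from cell death, of at least 50% relative to plate controls; inactive = activation below 50%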;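 also: necroptosis triggered by 40 ng/mL TNF-alpha added together with compound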
Hck-Nef inh: inhibitors of human Hck kinase activated by Nef. P08631. Recombinant Hck-YEEI plus Nef, Z-Lyte FRET kinase assay. inhibition, % at 20 µM. 220,000 compounds, 0.68% hits. AID 463187;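 active = Hck-Nef kinase inhibition above about 50%, limit read from the data; inactive = inhibition below that limit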;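 also: 0% = DMSO with Hck plus Nef and 100% = Hck alone without Nef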
Runt-SMMHC FRET: Runt domain-CBFb-SMMHC interaction inhibition; Cerulean-Runt/Venus-CBFb-SMMHC FRET ratio 530/480, 1 h; inhibition, % at 20 µM; 220,000 compounds, 0.74% hits; AID 1434;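 active = mean inhibition across duplicate retests at 20 µM reaching about 50%, limit read from the data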;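 also: 0% = DMSO wells and 100% = wells with excess untagged CBFb-SMMHC; inhibitors lower the FRET ratio by blocking Runt binding to CBFb-SMMHC; some results filed as inactive read as strong as hits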
Target sequence (Q01196 whole entry, looked up, the tested form may be a part): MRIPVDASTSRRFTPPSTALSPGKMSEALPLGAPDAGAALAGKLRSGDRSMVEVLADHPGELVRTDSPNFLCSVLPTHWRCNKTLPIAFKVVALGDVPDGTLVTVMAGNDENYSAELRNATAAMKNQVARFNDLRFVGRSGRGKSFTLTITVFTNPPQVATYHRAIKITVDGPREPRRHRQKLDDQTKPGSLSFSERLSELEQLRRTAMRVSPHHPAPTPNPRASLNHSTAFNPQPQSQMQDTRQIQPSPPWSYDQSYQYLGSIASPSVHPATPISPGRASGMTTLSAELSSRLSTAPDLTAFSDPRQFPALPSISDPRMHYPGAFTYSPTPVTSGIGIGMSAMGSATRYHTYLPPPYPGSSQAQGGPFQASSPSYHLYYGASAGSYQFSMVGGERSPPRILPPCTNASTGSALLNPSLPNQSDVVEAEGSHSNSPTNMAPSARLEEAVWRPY
Target sequence (Q13951 whole entry, looked up, the tested form may be a part): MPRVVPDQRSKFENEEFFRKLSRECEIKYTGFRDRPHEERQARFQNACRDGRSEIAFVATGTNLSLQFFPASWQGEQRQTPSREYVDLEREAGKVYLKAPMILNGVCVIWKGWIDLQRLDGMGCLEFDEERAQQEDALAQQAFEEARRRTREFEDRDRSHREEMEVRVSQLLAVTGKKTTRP
zVAD death inh: L929 zVAD cell death inhibition; L929 zVAD necroptosis rescue, ATP luminescence, 24 h; with zVAD 60 µM; viability rescue, % at 10 µM; 220,000 compounds, 0.38% hits; AID 1377;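 active = activation, scaled between plate controls, above about 75%, limit read from the data; inactive = activation under that limit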;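 also: 0% = zVAD with DMSO and 100% = DMSO alone without zVAD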
EP2 mod: modulators of human EP2 prostaglandin E2 receptor; 260,000 compounds, 0.83% hits; P43116; EP2-expressing cells, cAMP HTRF FRET, PGE2 co-stimulation; induction, % at 25 µM; AID 940;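 active = compounds whose cAMP rise, as percent of the full-agonist control response, exceeds 60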;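 also: rat C6 glioma line stably carrying human EP2 under a CMV promoter; the protocol text gives 20 µM as final concentration; 100% = response of wells given 1 µM PGE2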
Runt-CBFb FRET: inhibitors of human RUNX1 Runt domain binding to CBFb | Cerulean-Runt/Venus-CBFb FRET ratio 530/480, 1 h | 220,000 compounds, 0.46% hits | inhibition, % at 20 µM;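 active = inhibition over about 50% at 20 µM in the single-dose screen, limit read from the data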;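 also: 0% = DMSO wells and 100% = excess unlabeled CBFb competitor control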
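Assay system: Cerulean-tagged RUNX1 Runt domain (FRET donor) fusion protein / Amount: 100 nM each of Venus-CBFb and Cerulean-Runt domain / Medium: Tris buffer pH 7.5 with salts and BSA / Also added: Venus-CBFb 100 nM / Schedule: 1 h complex formation plus 1 h compound treatment, room temperature / Signal: FRET fluorescence / Read-out: loss of energy transfer signal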
* = called active by the depositor; nt = not tested or not shown; & = joins results of further samples.

SMILES	PGE2 EP2 inh	PERK inhibitor	RBBP9 inh	TNF necrop inh	Hck-Nef inh	Runt-SMMHC FRET	zVAD death inh	EP2 mod	Runt-CBFb FRET
CCOc1cc(/C=N/NC(=O)CSc2nnc(C)s2)ccc1OCc1ccccc1Cl	4.3	0.1	-4.5	3.4	0.3	-0.8	0.5	18.9	-5.6
O=P(COCCCCCOCP(=O)(c1ccccc1)c1ccccc1)(c1ccccc1)c1ccccc1	7.0	-0.8	-3.6	1.3	-32.6	-2.7	-1.3	22.3	nt
Cc1ccc(N2NC(=O)/C(=C/C=C/c3ccco3)C2=O)cc1C	7.0	1.8	0.5	-2.7	15.7	0.2	1.4	-15.9	-0.2
COc1ccc2[nH]c3c(Cl)ncnc3c2c1	13.9	0.3	-2.3	-8.1	3.5	6.1	13.1	6.0	2.0
CCOc1ccc(CC(=O)N2CCN=C2SCc2ccc([N+](=O)[O-])cc2)cc1	6.9	0.0	-11.9	-2.5	-0.3	-2.5	4.2	1.3	-1.0
CS(=O)(=O)N1CCN(c2ncccn2)CC1	8.1	1.6	0.8	-0.4	15.0	-6.3	0.7	7.6	-0.4
COC(=O)c1ccc(S(=O)(=O)NCc2cccc(OC)c2)n1C	8.6	1.5	-9.4	-2.5	2.3	-0.8	-0.1	10.2	4.2
CCOC(=O)C1C(=O)C=C(c2ccc(OC)cc2)CC1c1ccco1 (stereo not given)	5.5	-0.2	-6.4	-1.9	10.8	7.9	-0.5	24.8	14.1
CC[n+]1c(/C=C2\Sc3ccccc3N2C)ccc2cccc(C)c21	107.4*	0.5	-15.3	-16.6	20.8	-33.2	23.2	-27.5	-21.4
CCCCCc1ccc(-c2ccc(OCC)cc2)nc1	15.8	1.1	-4.4	-0.1	24.8	-1.1	13.0	-0.6	-1.7
CCC(=O)N1CCc2cc(Br)cc(S(=O)(=O)NCCN3CCCCC3CC)c21 (stereo not given)	6.7	-0.9	-9.2	-1.4	-4.5	10.8	-0.1	4.0	-0.8
Cc1cccc2cc(/C=N/NC(=O)c3ccncc3)c(Cl)nc12	5.6	0.2	-11.4	0.7	26.2	-1.6	0.2	-16.4	-1.5
COc1ccccc1NC(=S)N(Cc1ccccc1)Cc1ccccn1	6.5	-0.2	-7.4	0.1	-1.1	6.9	-0.1	34.1	-0.8
CC(/C=N/NC(=O)Cc1cccs1)=C\c1ccccc1	8.8	-1.2	-7.7	0.4	1.7	0.2	0.1	-47.0	-0.8
O=C(c1cccc(Br)c1)N1CCN(C(=O)N2CCOCC2)CC1	11.4	0.8	4.2	-0.8	4.5	2.5	0.6	-2.1	1.1
CC(C)Oc1ccc(C2CCC(=O)NC2=O)cc1 (stereo not given)	0.7	0.7	-6.9	2.2	10.9	2.5	-0.1	10.1	-1.2
O=C(CSc1ccc2nnc(-c3ccccn3)n2n1)NCc1ccco1	12.9	1.7	-9.6	-1.4	-0.5	-0.7	-0.5	19.4	nt
C=CCN(c1ccc(C(N)=O)cc1)S(C)(=O)=O	6.5	1.2	-5.1	-0.8	-0.6	2.2	-0.8	32.6	-0.2
CCOC(=O)C1CCCN(S(=O)(=O)c2cccs2)C1 (stereo not given)	12.7	1.0	-4.0	-2.3	5.4	-4.0	-0.4	5.1	1.2
CC1CC(C)(C)CC2(C1)NC(=O)N(CC(=O)NCC(c1ccco1)N1CCCCC1)C2=O (stereo not given)	5.4	-0.6	-4.0	-4.6	1.4	-1.2	0.8	-5.7	-0.2
CCCn1cnc2c(c1=O)c1nc3ccccc3nc1n2CCC1=CCCCC1	6.9	1.3	-3.3	-1.6	3.2	-0.3	0.8	21.4	-5.1
Cc1cc(C(=O)COC(=O)Cn2c(C(F)(F)F)nc3ccccc32)c(C)n1Cc1ccco1	8.0	-1.1	-3.2	-2.9	2.4	-2.2	0.2	21.1	-3.7
COc1ccc(C2c3ccc4ccccc4c3Oc3ncn(CCN4CCOCC4)c(=N)c32)cc1OC (stereo not given)	16.9	-1.2	-9.1	-16.4	0.6	0.4	0.9	-56.0	-0.9
C=CCOc1ccccc1CNCCCN1CCOCC1	10.4	1.2	-5.6	-1.7	0.7	-2.7	0.4	6.7	0.8
COc1ccc(CSc2nc(C)cc(C)c2C#N)cc1	7.2	1.0	-1.7	0.8	21.5	-5.5	0.3	42.8	-0.1
O=C(CN1C(=O)c2cccc3cccc1c23)Nc1ccc(S(=O)(=O)Nc2nccs2)cc1	14.5	0.1	-1.1	-0.3	1.2	-16.0	0.4	44.3	-3.6
CN1CCN(c2nc(N3CCN(CCO)CC3)nc3ccccc23)CC1	7.5	0.1	-2.8	-2.7	0.1	4.8	-0.2	44.1	-1.5
Cc1sc2c(c1C)c(=O)n(-c1ccccc1)c(=O)n2CC(=O)NCC1CCCO1 (stereo not given)	7.8	0.2	-6.2	0.2	-19.9	0.5	-1.2	6.8	1.5
COc1ccc(-c2[nH]ncc2-c2ccc3c(c2)OCCO3)c(O)c1	8.7	0.6	-2.4	4.2	2.2	-0.7	3.9	-53.7	-1.0
O=C(c1ccc(=O)oc1)N1CCC(C(O)(c2ccccc2)c2ccccc2)CC1	9.3	0.3	-1.3	0.1	3.4	0.4	0.4	-29.8	1.2
COC(=O)c1ccc2c(c1)S(=O)(=O)NC(=NCc1ccco1)S2	14.1	-0.2	-4.0	-3.1	0.1	-1.9	-0.2	29.0	4.8
c1ccc2c(c1)ncn2CCOCCOCCn1cnc2ccccc21	1.6	-0.7	-6.3	0.4	-4.4	-0.9	nt	-22.6	1.6
COc1cccc(-c2csc(N3CCN(C(=O)Nc4ccc(F)cc4)CC3)n2)c1	4.7	-1.3	1.9	-3.8	6.9	2.2	2.2	-62.1	8.1
N#Cc1ccsc1NC(=O)CSc1ncn[nH]1	4.3	0.2	15.1*	1.1	6.7	-6.4	0.5	8.5	0.8
O=C(COc1ccccc1Cl)Nc1cc(Cl)ccc1O	-0.7	0.5	-7.5	-0.9	23.5	1.0	1.8	-6.0	-0.2
CC(=O)c1sc(-c2ccccc2)cc1NS(=O)(=O)c1ccccc1	80.6*	0.6	-11.9	2.3	-11.1	12.6	-0.8	-20.6	6.0
O=C(NCCc1ccccc1)C(=O)NCC1CCNCC1	7.4&6.3	1.2	-1.6	-0.2	-3.4	-3.1	0.8	-319.7&-8.3	-1.2
O=C(NCc1ccncc1)c1ccc(Cn2cc(C(F)(F)F)ccc2=O)cc1	3.2	0.8	-3.6	-2.3	0.2	0.4	0.8	-4.1	-1.5
O=C(CCNC(=O)Cn1cnc2ccccc2c1=O)NCCC1=CCCCC1	10.9	0.5	0.7	2.2	-11.1	-0.4	0.2	-5.7	3.3
O=C(NCCn1cccn1)c1ccc(OC2CCN(CCc3ccccc3)CC2)cc1	5.9	-0.7	-4.9	3.4	2.2	-0.8	2.3	-9.6	-1.5
CCOC(=O)C1CCCN(Cc2cc(OC)c(O)c(OC)c2)C1 (stereo not given)	6.0	0.6	-1.7	-0.1	0.6	-2.7	3.5	10.4	-1.3
CCCCOCCCn1c(-c2ccco2)nc2nc3ccccc3nc21	11.0	-1.6	-5.5	-2.6	44.2	18.3	0.9	53.1	-3.2
CCOc1ccc(NC(=O)CCCOc2cc(=O)n(C)c3ccccc23)cc1	9.5	0.1	-5.6	-1.1	0.0	-5.0	-0.3	-23.4	-0.9
O=C(CO/N=C/c1ccccc1OC(F)F)N1CCc2ccccc21	4.8	0.4	0.5	1.7	1.8	-5.1	0.5	0.7	-0.9
COc1ccccc1CNCC(=O)NCc1ccc(C)cc1	6.3	-0.2	-6.3	1.9	15.5	3.2	1.1	11.6	-1.9
COc1cccc(NC(=O)C(Cc2ccccc2)n2cccc2)c1 (stereo not given)	8.5	-0.8	-9.5	0.6	11.5	0.3	1.3	22.3	0.2
Cc1cc(C)nc(SC2c3cccc4cccc(c34)C2NS(=O)(=O)c2ccccc2)n1 (stereo not given)	3.9	-0.7	-10.8	3.7	1.5	-3.0	nt	46.1	-4.5
O=C(CNC(=S)N(Cc1ccccc1)Cc1cccnc1)N1CCOCC1	3.1	0.1	-8.4	1.2	27.6	-1.6	-1.2	-6.7	-1.0
O=C(Nc1ccc(F)cc1)c1ccc(Cn2cnnn2)cc1	8.1	-0.1	-8.5	0.7	-4.1	-1.2	2.0	-11.8	0.3
C=CCn1c(-c2cc3cccc(OC)c3o2)n[nH]c1=S	9.3	0.6	-4.2	0.6	12.4	14.0	-0.4	-12.0	8.2
Cc1ccc(-c2noc(CCC(=O)Nc3ccccc3C)n2)cc1	11.1	0.0	0.7	1.0	-0.9	0.9	0.3	-5.1	-1.8
COc1cc(/C=C2/NC(=O)N(CC(=O)Nc3ccc(C)cc3)C2=O)ccc1Oc1ccc([N+](=O)[O-])cn1	7.4	0.8	-1.6	-0.3	19.5	0.7	0.3	-11.1	0.1
CC(C)(C)c1cc(C(=O)N/N=C/c2ccccn2)n[nH]1	1.9	-0.9	2.4	4.9	-10.0	6.7	1.3	-22.7	4.1
CCc1nn2c(=O)cc(N3CCN(c4cc(C)nc5ccccc45)CC3)nc2s1	-0.8	-0.9	2.2	-0.3	-0.9	3.4	0.2	4.6	0.9
CCCCCCOC(=O)/C=C/c1c(C)[nH]c(=O)[nH]c1=O	5.8	1.0	-4.7	20.4	0.8	2.9	0.7	-10.8	-0.4
CCN(Cc1cc2cc(C)ccc2[nH]c1=O)C(=O)c1cccc(OC)c1	nt	-0.8	-0.7	-2.1	5.2	0.4	2.6	-3.9	-1.9

Arranged by length of the SMILES (ascending): part of the list above
SMILES	PGE2 EP2 inh	PERK inhibitor	RBBP9 inh	TNF necrop inh	Hck-Nef inh	Runt-SMMHC FRET	zVAD death inh	EP2 mod	Runt-CBFb FRET
C=CCn1c(-c2cc3cccc(OC)c3o2)n[nH]c1=S	9.3	0.6	-4.2	0.6	12.4	14.0	-0.4	-12.0	8.2
COc1cccc(NC(=O)C(Cc2ccccc2)n2cccc2)c1 (stereo not given)	8.5	-0.8	-9.5	0.6	11.5	0.3	1.3	22.3	0.2
Cc1ccc(-c2noc(CCC(=O)Nc3ccccc3C)n2)cc1	11.1	0.0	0.7	1.0	-0.9	0.9	0.3	-5.1	-1.8
CC(C)(C)c1cc(C(=O)N/N=C/c2ccccn2)n[nH]1	1.9	-0.9	2.4	4.9	-10.0	6.7	1.3	-22.7	4.1
O=C(CNC(=S)N(Cc1ccccc1)Cc1cccnc1)N1CCOCC1	3.1	0.1	-8.4	1.2	27.6	-1.6	-1.2	-6.7	-1.0

An excerpt. The share of hits here may be higher or lower than overall.
